# Screens (PubChem BioAssay)
# DAX1 inh-1: inhibitors of human orphan nuclear receptor DAX1 (NR0B1); HEK293 Gal4-DAX1 luciferase reporter, luminescence; inhibition, % at 6.75 µM; 340,000 compounds, 0.99% hits; AID 504766;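 active = inhibition above the mean over all tested compounds plus 3 SD, cut at about 4.2% in these data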;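 also: 0% = DAX1-transfected cells with DMSO and 100% = empty-vector control cells with DMSO; inhibition shows as a rise in luminescence from relieved DAX1 repression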
# Target sequence (P51843 207-470 limits assumed): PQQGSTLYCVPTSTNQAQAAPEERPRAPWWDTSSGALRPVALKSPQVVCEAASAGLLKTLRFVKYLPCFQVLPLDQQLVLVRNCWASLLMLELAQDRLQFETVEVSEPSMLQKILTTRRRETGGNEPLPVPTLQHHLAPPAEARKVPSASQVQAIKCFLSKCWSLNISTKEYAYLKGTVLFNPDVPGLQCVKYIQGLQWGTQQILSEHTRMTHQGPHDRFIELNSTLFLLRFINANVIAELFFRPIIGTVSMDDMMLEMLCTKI
# ssDAF-12 act: activates DAF-12 receptor from parasite S. stercoralis | 370,000 compounds, 1% hits | AID 652126 | HEK293 ssDAF-12/GRIP1 lit1-tk-luc reporter, luminescence; % of 3 µM dafachronic acid response | activation, % at 6.8 µM;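 active = activation above the mean over all tested compounds plus 3 SD, cut at about 0.9% in these data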;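 also: 0% = DMSO-only wells and 100% = 3 µM delta7-dafachronic acid wells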
# SMARCA2 act: activators of SMARCA2 function. MG213 cells, MMTV-luciferase reporter, dexamethasone, overnight. activation, % at 9.1 µM. 370,000 compounds, 1% hits. AID 652017; in the data active = activation above about 7.8%;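 also: 0% = vehicle wells and 100% = reference activator wells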
# GAA850 FXN act: increases GAA850 frataxin promoter reporter activity. HEK293 lucGAA850 FXN promoter luciferase reporter, 24 h; percent of 10 µM SAHA response. activation, % at 6 µM. 360,000 compounds, 0.56% hits. AID 540364;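 active = activation above the average of all compounds screened plus 3 SD, cutoff fixed separately per campaign, cut at about 7.5% in these data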;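 also: 0% = DMSO wells and 100% = 10 µM SAHA wells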
# ADAM17 inh: inhibitors of human ADAM17. recombinant ADAM17, EDANS/DABCYL FRET peptide cleavage. inhibition, % at 6.95 µM. P78536. 370,000 compounds, 0.83% hits. AID 720648;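 active = inhibition above the mean of compounds lying between control limits plus 3 SD, set per campaign, cut at about 8.5% in these data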;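 also: 0% = DMSO-only wells as the low control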
# GC-A act: GC-A (human) enzyme activation | activation, % at 10 µM | HEK293 GC-A cells, cGMP TR-FRET, EC30 ANP; 0% at EC30 ANP, 100% saturating ANP | 370,000 compounds, 0.14% hits; in the data active = activation above about 40%
# DAX1 inh-2: blocks DAX1 repression of SF-1 activated StAR promoter; HEK293T StAR-luciferase reporter, SF-1/DAX-1 repression relief; inhibition, % at 6.8 µM; 370,000 compounds, 1.1% hits; AID 652010;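 active = inhibition above the mean over all tested compounds plus 3 SD, cut at about 3.6% in these data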;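 also: 0% = DAX-1 cells with DMSO and 100% = cells lacking DAX-1 with DMSO; higher inhibition means more luminescence from relief of DAX-1 repression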
# hgDAF-12 ag: activates the H. glycines DAF-12 receptor ligand-binding domain. HEK293 GAL4-hgDAF12 UAS-luciferase reporter, agonist luminescence; normalized to butyrate control. activation, % at 6.8 µM. 370,000 compounds, 1.8% hits;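 active = activation above a cutoff set at the mean of all screened compounds plus 3 SD, cut at about 10% in these data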;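 also: 0% = DMSO wells and 100% = sodium butyrate wells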
# hcDAF12 agonist: H. contortus DAF-12 activation, primary screen; HEK293 hcDAF-12 lit1-tk-luc reporter, luminescence; 0% DMSO, 100% Δ7-dafachronic acid; activation, % at 6.8 µM; 370,000 compounds, 1.4% hits;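 active = activation above the mean of all tested compounds plus 3 SD, cut at about 5.5% in these data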;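 also: 100% = response to 3 µM Δ7-dafachronic acid high control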
# PG9 binder: small molecules binding HIV-1 gp120 antibody PG9 | TR-FRET gp120-PG9 antibody binding | inhibition, % at 6.7 µM | 360,000 compounds, 0.43% hits | AID 624416; in the data active = inhibition above about 8.5%
# ADAM10 inh: ADAM10 inhibition, QFRET primary screen | recombinant ADAM10, EDANS/DABCYL FRET peptide cleavage, 3 h | inhibition, % at 7 µM | 370,000 compounds, 0.62% hits | AID 720582;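 active = inhibition above a per-campaign cutoff equal to the mean of compounds falling between control-based bounds plus 3 SD, cut at about 20% in these data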;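 also: 0% = DMSO wells while the 100% control is not disclosed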
# Target sequence (O14672 214-748 limits assumed): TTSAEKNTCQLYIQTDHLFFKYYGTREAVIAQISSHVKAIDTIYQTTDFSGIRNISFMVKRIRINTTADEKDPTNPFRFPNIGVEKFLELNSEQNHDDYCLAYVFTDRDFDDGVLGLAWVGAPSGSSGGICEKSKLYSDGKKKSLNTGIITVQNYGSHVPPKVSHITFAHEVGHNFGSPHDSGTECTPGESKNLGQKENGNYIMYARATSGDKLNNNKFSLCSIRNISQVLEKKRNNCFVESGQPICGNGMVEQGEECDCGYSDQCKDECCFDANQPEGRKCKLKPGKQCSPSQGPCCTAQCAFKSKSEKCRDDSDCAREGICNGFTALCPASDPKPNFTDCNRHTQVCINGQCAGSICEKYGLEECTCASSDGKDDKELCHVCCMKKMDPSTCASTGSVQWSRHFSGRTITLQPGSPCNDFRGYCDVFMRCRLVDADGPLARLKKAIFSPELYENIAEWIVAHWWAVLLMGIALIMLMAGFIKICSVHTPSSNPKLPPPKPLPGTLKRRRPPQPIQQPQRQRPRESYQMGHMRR
# Numbers without * were called inactive; i = inactive; / = not tested or not shown.
no.	canonical_smiles	hgDAF-12 ag	GAA850 FXN act	ADAM17 inh	ssDAF-12 act	GC-A act	ADAM10 inh	DAX1 inh-2	hcDAF12 agonist	PG9 binder	SMARCA2 act	DAX1 inh-1
1	N#Cc1nc(-c2ccc(Cl)cc2)oc1NCc1cccc2c1OCO2	2.4	-0.8	-31	-1.4	10	-91	-0.1	-0.5	0.3	-1	0.3
2	C=CC[C@@H](CC(=O)N(CCO)Cc1ccccc1)C(=O)NC[C@H](OC(=O)[C@@H](CC=C)CC(=O)OC(C)(C)C)c1ccccc1	-1.6	-9.3	4	-1.6	-12	7	-0.5	-3.3	-0.6	-1	-0.9
3	O=C(c1ccccc1)c1nn(-c2cccc(Cl)c2)ccc1=O	-1.0	-0.5	0	-0.7	4	5	-0.6	-2.5	-2.1	-3	/
4	ClC1=C(Cl)C(Cl)=C(Cl)C1=C/C=C/c1ccccc1	5.2	0.5	-6	-0.1	-3	-5	0.8	3.1	1.7	-5	-1.4
5	Cc1cc(N2CC(C)OC(C)C2)nc(C(C)C)n1 (stereo not drawn)	-1.3	4.1	-1	-0.6	6	-8	0.7	-0.5	0.8	-3	-0.9
6	COc1ccc(-n2c(-c3ccc(C)cc3)n[nH]c2=S)cc1	-0.3	2.3	5	0.2	-2	-4	-0.3	-2.2	1.2	-3	-1.0
7	Cc1ccc(C)c(OCC(=O)NNC(=O)CCN2CCN(c3ccccc3)CC2)c1	-1.6	1.1	-2	-1.3	-2	2	-1.4	0.6	0.8	-1	-0.6
8	CCn1c(SCC(=O)Nc2ccc(C(C)=O)cc2)nc2nc3c(cc2c1=O)COC(C)(C)C3	6.4	2.3	-2	-0.8	3	-7	-0.4	1.2	-0.7	0	2.5
9	Cc1ccc(S(=O)(=O)N2CC=C(N)N2)cc1	1.6	1.5	-2	-1.2	2	-13	0.3	-2.1	1.3	1	-0.6
10	CCOC(=O)C=C(C(=O)OCC)C(=O)OCC	2.7	-4.5	-7	-1.2	-10	-18	0.2	-1.5	1.4	-5	-0.5
11	O=C(c1ccccc1)c1ncc(C(F)(F)F)cc1Cl	2.4	0.2	-4	-1.1	2	11	-0.1	-0.9	1.0	2	0.4
12	CC(=O)Nc1ccc(S(=O)(=O)Nc2ccc(F)c([N+](=O)[O-])c2)cc1	-1.5	0.7	-8	-1.5	-1	-10	-0.6	2.4	-1.3	-1	-0.6
13	CC(=O)Nc1ccc(Nc2c3c4c(cccc4n(C)c2=O)C(=O)c2ccccc2-3)cc1	-2.0	-0.4	-1	-1.6	28	-5	0.3	0.1	-6.8	0	0.1
14	COc1ccc(CC(=O)NCC2CCCN(Cc3ccc(OC)cc3F)C2)cc1 (stereo not drawn)	-1.7	1.9	-5	-0.6	-18	0	-0.1	-0.5	-1.5	-1	-0.1
15	COC(=O)C1=C(C)N(Cc2ccc(C(F)(F)F)cc2)C(=NCc2ccccc2C(F)(F)F)NC1c1ccc(F)cc1 (stereo not drawn)	1.3	/	0	-1.2	-9	2	0.4	0.8	-1.1	-3	/
16	CCc1nn(CC(=O)N2CC(C)CC(C)C2)c(=O)c2cccn12 (stereo not drawn)	2.0	0.9	-1	-0.4	2	-3	0.0	0.8	-1.7	0	-0.5
17	CCC(=O)N1CCc2cc(Br)c(S(=O)(=O)NCc3ccccc3OC)cc21	4.4	/	2	-0.6	-1	-3	-0.8	-1.4	/	3	/
18	C[C@@H]1CN([C@@H](C)CO)C(=O)c2cc(N(C)C)ccc2O[C@@H](C)CCCCO[C@@H]1CN(C)Cc1ccc2c(c1)OCO2	1.1	-7.6	-1	0.0	-1	-16	0.8	3.5	-4.4	4	-0.3
19	O=C1CC(NCCN2CCOCC2)C(=O)N1Cc1ccc(N2CCCC2=O)cc1 (stereo not drawn)	0.3	0.7	-3	-0.6	-2	-3	-0.3	-1.0	0.1	-3	-0.9
20	O=C(COc1cccc2ccccc12)N/N=C/c1ccccc1OCc1ccc(C(=O)O)cc1	-0.4	0.7	-5	-1.2	-7	-8	0.1	0.3	-1.9	-3	-0.9

# 8 entries from above, in transposed form:
[12] CC(=O)Nc1ccc(S(=O)(=O)Nc2ccc(F)c([N+](=O)[O-])c2)cc1
[13] CC(=O)Nc1ccc(Nc2c3c4c(cccc4n(C)c2=O)C(=O)c2ccccc2-3)cc1
[14] COc1ccc(CC(=O)NCC2CCCN(Cc3ccc(OC)cc3F)C2)cc1 (stereo not drawn)
[15] COC(=O)C1=C(C)N(Cc2ccc(C(F)(F)F)cc2)C(=NCc2ccccc2C(F)(F)F)NC1c1ccc(F)cc1 (stereo not drawn)
[16] CCc1nn(CC(=O)N2CC(C)CC(C)C2)c(=O)c2cccn12 (stereo not drawn)
[17] CCC(=O)N1CCc2cc(Br)c(S(=O)(=O)NCc3ccccc3OC)cc21
[18] C[C@@H]1CN([C@@H](C)CO)C(=O)c2cc(N(C)C)ccc2O[C@@H](C)CCCCO[C@@H]1CN(C)Cc1ccc2c(c1)OCO2
[19] O=C1CC(NCCN2CCOCC2)C(=O)N1Cc1ccc(N2CCCC2=O)cc1 (stereo not drawn)
Screen / compound no. | 12 | 13 | 14 | 15 | 16 | 17 | 18 | 19
hgDAF-12 ag | -1.5 | -2.0 | -1.7 | 1.3 | 2.0 | 4.4 | 1.1 | 0.3
GAA850 FXN act | 0.7 | -0.4 | 1.9 | / | 0.9 | / | -7.6 | 0.7
ADAM17 inh | -8 | -1 | -5 | 0 | -1 | 2 | -1 | -3
ssDAF-12 act | -1.5 | -1.6 | -0.6 | -1.2 | -0.4 | -0.6 | 0.0 | -0.6
GC-A act | -1 | 28 | -18 | -9 | 2 | -1 | -1 | -2
ADAM10 inh | -10 | -5 | 0 | 2 | -3 | -3 | -16 | -3
DAX1 inh-2 | -0.6 | 0.3 | -0.1 | 0.4 | 0.0 | -0.8 | 0.8 | -0.3
hcDAF12 agonist | 2.4 | 0.1 | -0.5 | 0.8 | 0.8 | -1.4 | 3.5 | -1.0
PG9 binder | -1.3 | -6.8 | -1.5 | -1.1 | -1.7 | / | -4.4 | 0.1
SMARCA2 act | -1 | 0 | -1 | -3 | 0 | 3 | 4 | -3
DAX1 inh-1 | -0.6 | 0.1 | -0.1 | / | -0.5 | / | -0.3 | -0.9

# Continuation:
no.	canonical_smiles	hgDAF-12 ag	GAA850 FXN act	ADAM17 inh	ssDAF-12 act	GC-A act	ADAM10 inh	DAX1 inh-2	hcDAF12 agonist	PG9 binder	SMARCA2 act	DAX1 inh-1
21	COc1ccc(NC(=O)C2CCN(S(=O)(=O)c3ccc(C)cc3)CC2)cc1OC	-2.6	1.2	-3	-1.1	-2	-5	-0.8	-1.1	3.6	-4	0.0
22	CC1CC(=O)N(CC(=O)NCc2ccco2)c2ccccc2S1 (stereo not drawn)	1.0	-0.6	-7	-1.8	0	-5	-1.0	0.8	-0.2	-2	0.3
23	O=S(=O)(c1ccccc1)N1CC=C(c2ccccc2)CC1	-1.3	1.4	-3	-1.6	-2	-9	0.5	-0.7	0.0	1	-0.5
24	COc1ccc2[nH]c3c(c2c1)[C@@H]1CCN2C(=O)CCC[C@H](C3)[C@H]12	-0.8	2.9	-4	-0.7	-1	-5	0.1	-0.5	-1.4	1	-0.8
25	CC(=O)Nc1ccc(NC(=O)C(C)OC(=O)c2ccc(OCc3c(C)noc3C)cc2)cc1 (stereo not drawn)	0.2	-1.1	-2	-1.8	1	5	-0.3	-1.6	-1.9	-2	1.6
26	Cc1cccc(NC(=O)NCc2ccc3c(c2)OCO3)c1	8.4	4.0	-2	-1.4	-1	-3	4.4*	-1.3	0.9	1	1.6
27	CC(C)(C)C(=O)N1c2ccccc2CCc2ccccc21	1.2	-0.7	0	-1.2	-12	-2	0.1	-1.3	1.2	-2	-0.3
28	CN(Cc1ccccc1)C(=O)c1cccc(NC(=O)Cc2ccc(NC(=O)C3CCCN(C(=O)CCc4ccccc4)C3)cc2)c1 (stereo not drawn)	-0.3	-0.1	1	-1.1	3	3	-0.6	1.1	-0.4	-5	0.0
29	CC(=O)Nc1cccc(-c2csc(C(C)(O)c3cccc(F)c3)n2)c1 (stereo not drawn)	-1.2	-1.3	-5	-1.6	3	0	-0.2	-1.5	0.1	-4	/
30	Cc1onc(-c2ccccc2Cl)c1C(=O)Nc1ccccc1O	-0.9	-1.3	5	-1.2	-7	9	-0.9	-2.2	-0.3	-1	-2.5
31	CCc1nnc(NC(=O)[C@@H](NS(=O)(=O)c2ccc3c(c2)OCCO3)C(C)C)s1	2.9	1.1	6	-1.0	-2	-5	1.2	0.5	-0.7	-3	0.9
32	CCC(=O)N1CCC1(C)C(=O)Nc1ccc2c(c1)CCN2C(C)=O (stereo not drawn)	-0.8	0.3	-5	-1.1	3	-3	0.5	-1.0	1.0	-3	/
33	O=C(Nc1ccc(S(=O)(=O)N2CCOCC2)cc1)c1ccc2c(c1)OCO2	0.5	-0.1	-7	-1.2	3	-5	0.2	0.0	-1.8	-6	-0.9
34	O=c1cc[nH]c2ccc(OC(F)(F)F)cc12	1.3	0.8	-5	-1.0	3	-5	0.7	0.7	-0.5	-4	-1.8
35	Cc1ccc(-n2c(=O)c3sccc3n(CC(=O)NCc3ccco3)c2=O)cc1F	-3.1	-2.2	-1	-1.1	2	6	-0.2	-2.3	9.4*	-3	0.2
36	Cc1ccc(C2CC(C(F)(F)F)n3nc(C(=O)NCC4CCCO4)cc3N2)cc1 (stereo not drawn)	-3.0	/	-2	-1.9	4	1	0.6	-0.4	-3.3	0	/
37	CCn1c(-c2cc(OC)ccc2OC)csc1=Nc1c(C)n(C)n(-c2ccccc2)c1=O	0.0	-2.6	-3	-1.4	-3	0	-0.8	-3.0	-0.3	0	-0.8
38	Cn1c(=O)oc2cc(S(=O)(=O)N3CCN(c4ccc(F)cc4)CC3)ccc21	-0.4	-0.3	-1	0.6	-7	2	0.3	3.0	0.4	1	-0.3
39	Cc1ccc(NC(=O)C[n+]2cc(-c3ccc(C)cc3)n3c2CCC3)cc1	1.8	-0.2	1	-0.2	2	1	0.0	1.6	1.8	-1	2.9
40	CCCCCCSc1nnc2[nH]c(=O)cc(N)n12	0.8	2.0	2	0.1	-4	5	-0.1	-0.7	0.6	-3	2.0
41	Cc1ccc(/C=N/n2c(COc3ccccc3)n[nH]c2=S)s1	2.7	-0.2	-1	-0.8	1	-2	0.2	0.8	-0.5	1	0.3
42	CCN(CC)C(=O)c1ccccc1NC(=O)c1ccccc1C	-0.7	-0.1	-4	-1.0	-1	-2	0.0	-0.8	-2.2	-1	-0.5
43	O=C(CC(Nc1ccc(Cl)cc1)C(=O)O)c1ccccc1 (stereo not drawn)	14*	4.3	-2	1.2*	7	-1	3.5	4.4	1.0	4	0.9
44	COc1ccc(OCc2nc(C#N)c(N3CCN(c4ccc(OC)cc4)CC3)o2)cc1	0.8	0.7	16*	-0.7	-3	29*	-2.3	0.5	0.3	-3	0.2
45	Cc1cc(=O)oc2cc(NC(=O)CC3(CC(=O)O)CCCC3)ccc12	1.6	2.2	i	-1.2	2	i	0.1	2.1	-2.5	-2	/
